# Pf Dd2 growth = inhibitors of Plasmodium falciparum Dd2 growth; Potency, µM (top dose mostly 28.9 µM), for the others: at the highest dose activity, negative = inhibition, most hits filed as inhibitors; P. falciparum Dd2 growth, SYBR Green, 72 h; AID 1347417; 120,000 tested, 4.3% active; active = well fitted inhibition curve with a large enough effect; inconclusive = small, poorly fitted or top-dose-only effect; inactive = no such curve, though single readings can be large or run the other way;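 note: plate controls were DMSO vehicle for no effect and reference drug for full effect; nearly all actives have a fitted effect of over 65% in size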
#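 Readout: SYBR Green fluorescence, 485 nm excitation, 535 nm emission, after ~16 h lysis at 37C. Before that, Dd2-infected red cells (2.5% hematocrit) grew 72 h with compound, 29 uM top final concentration.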
# * marks the source's active call; other numbers are inactive results; i = inactive; ? = inconclusive; [ ] = dose if it differs, or a comment. Potency is the fitted concentration of half-maximal effect. These rows are one share of the data; the hit share may differ from the screen's.
SMILES,Pf Dd2 growth
O=C(C1CCc2nnc(-c3ccc(Cl)nc3)n21)N1CCCC1 (stereo not given),-2%
O=c1n(CC2CC2)nc2n1CCC(NS(=O)(=O)c1cccnc1)CC2 (stereo not given),i
CCOC(=O)c1noc2ncnc(Nc3cccc(C(F)(F)F)c3)c12,77%[activator]
CCOC(=O)c1cnc2cc(Cl)c(OC)cc2c1Nc1ccc(Br)cc1C,8%
Cc1ccc(OCc2cc(=O)n3c4c(sc3n2)CCCC4)cc1C,8%
COc1ccc(CNC(=O)N2CCCC2c2noc(COc3ccc(C)cc3)n2)cc1 (stereo not given),?
CCc1noc(CN2CCOc3c(O)cc(-c4ccccc4C)cc3C2)n1,i
CC(C)c1nc(NC2CCCC2)ncc1C(=O)O,9%
COc1ccc(NC(=O)CN(C)S(=O)(=O)c2cccc3nsnc23)cc1,-1%
CC1CCc2c(sc3nnn(Cc4cccc(C(=O)OC(C)C)c4)c(=O)c23)C1 (stereo not given),17%
NC(=O)C1CCN(c2ncnc3c2cnn3-c2cccc(Cl)c2)CC1,i
O=C1CCN(C(=O)Cc2cccc(F)c2)CCCOCCN1,-5%
CC(C)(C)OC(=O)N1CCC(c2c(C(=O)NCc3ccccc3)cnn2-c2ccc(F)cc2)CC1,?
CC(=O)Nc1ccc(S(=O)(=O)N[C@H]2CO[C@H]3[C@@H]2OC[C@@H]3n2nnnc2Oc2ccc3c(c2)OCO3)cc1,?
O=C1CC(c2ccccc2)N(C(=O)CNC(=O)c2ccc3cc[nH]c3c2)CCCCCN1 (stereo not given),10µM*
CCOCc1nc(C2CCCN(C(=O)Cc3ccccc3C)C2)no1 (stereo not given),2%
c1ccc(OCC2CN(Cc3ccncc3)CC23CN(c2ccccc2)C3)cc1 (stereo not given),?
Cc1ccc(-c2cc(C(=O)NCc3cnn(C)c3C)c3cc(Br)ccc3n2)cc1,11µM*
Cc1ccc(CNC(=O)c2cc3ccc4cccnc4c3[nH]2)cc1,?
COc1cc(NC(=O)Cn2ccn3nc4c(c3c2=O)CCCCC4)cc(OC)c1OC,i
COc1ccc(OC)c(S(=O)(=O)N[C@H]2CO[C@H]3[C@@H]2OC[C@H]3OC(=O)Nc2cccc(C(F)(F)F)c2)c1,-18%
COc1ccc(-n2nc(C3CCN(C(=O)c4ccc(Cl)nc4)CC3)[nH]c2=O)cc1,-21%
CC(NC(=O)c1cc2n(n1)CC(c1ccc3c(c1)OCO3)OC2)c1ccccc1 (stereo not given),-16%
COCCn1ncc(N2CCCC(CC(=O)Nc3ccccc3OC)C2)cc1=O (stereo not given),12%
Oc1ccc(CN2CC(CNc3ccccc3)C3(C2)CN(c2ccccc2)C3)cc1 (stereo not given),?

# 7 records drawn at random from those above:
SMILES,Pf Dd2 growth
CC(NC(=O)c1cc2n(n1)CC(c1ccc3c(c1)OCO3)OC2)c1ccccc1 (stereo not given),-16%
COc1ccc(-n2nc(C3CCN(C(=O)c4ccc(Cl)nc4)CC3)[nH]c2=O)cc1,-21%
CCOC(=O)c1cnc2cc(Cl)c(OC)cc2c1Nc1ccc(Br)cc1C,8%
COc1ccc(CNC(=O)N2CCCC2c2noc(COc3ccc(C)cc3)n2)cc1 (stereo not given),?
COc1ccc(NC(=O)CN(C)S(=O)(=O)c2cccc3nsnc23)cc1,-1%
Oc1ccc(CN2CC(CNc3ccccc3)C3(C2)CN(c2ccccc2)C3)cc1 (stereo not given),?
CC(=O)Nc1ccc(S(=O)(=O)N[C@H]2CO[C@H]3[C@@H]2OC[C@@H]3n2nnnc2Oc2ccc3c(c2)OCO3)cc1,?

# New compounds follow.
SMILES,Pf Dd2 growth
CN(C)CCCNc1oc(/C=C/c2ccc(F)cc2)nc1C#N,?
O=C(Cc1c[nH]c2ncc(-c3ccc(F)cc3)cc12)NCc1cccnc1,?
Cc1noc([C@H]2CCN(C(=O)COc3ccc(F)cc3)C[C@H]2NC(=O)C2CC2)n1,-5%
COC(=O)CSc1ncc2c(n1)-c1ccccc1N(Cc1cccc(F)c1)S2(=O)=O,66%[activator]
COc1ccc(-c2ccnc3[nH]n(-c4ccccc4)c(=O)c23)cc1,9%
Cc1cc(C)n(Cc2cccc(C(=O)N3CCC4(CC3)[C@H](O)C[C@@H]4O)c2)n1,-1%
CCOC(=O)C1(Cc2ccccc2F)CCCN(C(=O)CCN2CCCCC2=O)C1 (stereo not given),-20%
COCCN1CCCCCC(O)c2cc(C(=O)NCCC3=CCCCC3)ccc21 (stereo not given),-16%
CCOc1ccc(C(=O)c2oc3ccccc3c2NC(=O)c2cc(=O)c3ccc(C)cc3o2)cc1,-10%
CCS(=O)(=O)N1C[C@@H](Oc2ccccc2)C[C@H]1C(=O)NC,4%
COc1ccc(/C=C(\C#N)c2nc(-c3cc(Cl)ccc3OC)cs2)cc1,19%
CCc1ccc(NS(=O)(=O)c2[nH]ncc2C(=O)OC)cc1,29%
Cc1ccc(Cl)cc1NC(=O)C1CCC(CNS(=O)(=O)c2cccc3nsnc23)CC1 (stereo not given),3.5µM*
COC(=O)c1cccc(NC(=S)N[C@H]2CO[C@H]3[C@@H]2OC[C@H]3OC(=O)Nc2ccccc2)c1,?
C=CCC1(C(=O)O)CCCN(C(=O)c2cnn3c2CCCC3)C1 (stereo not given),-2%
CC(C)c1ccc(C(=O)NCc2c[nH]c3ncccc23)cc1,9%[44.1 µM]
CCn1cc(S(=O)(=O)N2CCc3n[nH]c(=O)n3CC2)cn1,30%[activator]
COc1ccc(/C=C\C(=O)NC2CC(=O)N(c3ccc(F)cc3)C2)cc1OC (stereo not given),29%
Cc1ccc(-c2cc3c(=O)n(CCNC(=O)c4ccc(F)c(F)c4)ccn3n2)cc1C,i
CC1CCN(C(=O)Cn2cc(SCC(=O)NCc3ccccc3Cl)c3ccccc32)CC1,-16%
O=C1CCCN1c1ccc(Cn2ccn3nc(-c4ccc(F)cc4)c(CO)c3c2=O)cc1,?
CN(CC(=O)N1CCC(C)(c2noc(C3CC3)n2)CC1)S(=O)(=O)c1cccs1,18%
Cc1nn(CC(=O)Nc2ccccc2F)c(=O)c2c(C)n(-c3ccc(Cl)cc3)nc12,4%
COc1ccc(C(=O)NC2CCN(c3cc(-c4cccs4)[nH]n3)C2)cc1F (stereo not given),-11%
Cc1cccc(-n2c(C)nc3cc(C(=O)NC4CCCCCC4)ccc32)c1,?

# Two neighbouring compounds from above, for reference:
SMILES,Pf Dd2 growth
COc1ccc(C(=O)NC2CCN(c3cc(-c4cccs4)[nH]n3)C2)cc1F (stereo not given),-11%
Cc1cccc(-n2c(C)nc3cc(C(=O)NC4CCCCCC4)ccc32)c1,?

# (cont.)
SMILES,Pf Dd2 growth
Cc1ccc(C)c(N(C)S(=O)(=O)c2ccc3[nH]cc(C(=O)NC4CCCC4)c(=O)c3c2)c1,?
CC1=C[C@@H](CO)[C@H](C(C)C)C[C@H]1CC(=O)NCc1cc(F)cc(F)c1,-13%[44.1 µM]
O=C(Cc1ccccc1F)N1CCC2(CC1)CC(OCC1CC1)CCO2 (stereo not given),35%[activator]
Cc1nc(SCC(=O)N2CCN(c3ccccc3)CC2)[nH]c(=O)c1C,3%
CC1CCCCN1S(=O)(=O)c1ccc(F)c(C(=O)Nc2ccccc2C(F)(F)F)c1 (stereo not given),-14%
Cc1ccccc1CN1C[C@H](O)C[C@H]1c1nc(-c2cccnc2)no1,-14%[44.1 µM]
CCC(=O)N1CCc2cc(Br)cc(S(=O)(=O)NCCc3ccccc3)c21,-24%
CN(C)CC(=O)N1C[C@@H]2CN(c3cc(C4CC4)ncn3)C[C@]2(C(=O)O)C1,-6%
COc1ccc(C(=O)Nc2ccc(Cl)cc2C(=O)c2ccccc2)c(OC)c1,1%
COC(=O)c1ccc(Cn2c(SCc3ccccc3F)nc3ccncc32)cc1,-17%
CC(C)c1ccc(Nc2c(-c3ccc(N4CCOCC4)cc3)nc3ncccn23)cc1,6%
COc1cccc(NC(=O)CCc2nc(-c3cc(OC)c(OC)c(OC)c3)no2)c1,-17%
CCOc1ccc(N(c2nc(-c3ccc(OC)c(OC)c3)no2)c2nc(-c3ccc(OC)c(OC)c3)no2)cc1,-2%
O=C(N[C@@H]1CN(C(=O)Nc2ccc(F)cc2)CCC[C@H]1O)c1ccc(OCCN2CCCC2)cc1,-12%
CN1C[C@@H](NC(=O)Nc2cccc(C#N)c2)C[C@H]1c1nc(-c2ccc(Cl)cc2)no1,?
CN1CCC(C(=O)N2Cc3ccccc3CC3(CCCN3C)C2)CC1 (stereo not given),4%
O=S(=O)(NCC(c1ccccc1)N1CCc2ccccc21)c1ccccc1 (stereo not given),-25%
COc1ccc(-c2onc(C)c2C(=O)N[C@H](C)c2cccc(OC)c2)cc1,i
CCOC(=O)c1ccc(NC(=O)Cc2noc3ccc(C)cc23)cc1,-5%
COCC(=O)NC1CCC12CCN(Cc1ccc(C)c(C)c1)CC2 (stereo not given),i
CC(C)CCN1CCC(N2CCN(S(=O)(=O)Cc3ccc(F)cc3Cl)CC2)C1=O (stereo not given),?
CC1CN(c2ccccc2C#N)C(=O)CN1C(=O)c1cnc2ccccc2c1 (stereo not given),-18%
Cc1nc(-c2ccccc2Br)cc([C@H]2CN3CC[C@H]2C[C@@H]3CNC(=O)Nc2ccc(Cl)cc2)n1,?
Cn1nc(C(=O)N2CCCn3nc(CO)cc3C2)c2ccccc2c1=O,-4%
CCCc1cnc2c(c1SCC(=O)N1CCC(C)CC1)c(=O)n(C)c(=O)n2C,?

# Later entries
SMILES,Pf Dd2 growth
Cc1nnnn1CCc1nc(COc2cccc(F)c2)nn1CCO,-1%
Cc1ccc(Cn2c(=O)n(Cc3ccccc3)c(=O)c3oc4ccccc4c32)cc1,-8%
CN1[C@@H](CCC(=O)N2CCOCC2)CNC(=O)[C@@H]2[C@H]1CCN2CC(C)(C)C,-2%[44.1 µM]
c1ccc(O[C@H]2COCCN(Cc3cccc4c3OCO4)C2)cc1,-11%[44.1 µM]
O[C@H]1[C@H](NCC2CCCC2)[C@@H](C2CCCCC2)C[C@H]1O,?
Cc1cc(C)cc(-n2ccnc(NCCc3ccccc3)c2=O)c1,i
COCCOC1CCN(C(=O)c2ccc(Cc3c(C)noc3C)o2)CC1,36%[activator]
CC1CCN(C(=O)Cn2ccn3nc(-c4ccccc4)c(CO)c3c2=O)CC1,?
CNC(=O)N1C[C@@H](CN(C)C)[C@H](NS(=O)(=O)c2ccc3c(c2)CCC3)C1,21%
Cc1ccc(-c2nc(CNC(=O)C3(N)CC3)[nH]c2-c2ccccn2)cc1,-19%
CCc1cccc(-n2nnnc2N2CCN(C(=O)NC(C)c3ccccc3)CC2)c1 (stereo not given),-14%
CCc1ccc(C(=O)N2CCc3[nH]nc(C(=O)NC4CCN(C)CC4)c3C2)cc1,i
O=[S+]([O-])(c1ccncc1)c1nnn2c1nc(NCc1ccncc1)c1ccccc12,-2%
CC(=O)NCC(=O)N1CCC(N2C(=O)C(OCC3CC3)C23CCOCC3)CC1 (stereo not given),-13%
Cc1ccccc1-c1noc(-c2ccc(N3CCCC3)c([N+](=O)[O-])c2)n1,22%
O=C(NC1CCN(c2cnn(Cc3ccccc3)c(=O)c2)CC1)c1ccsc1,10µM*
COc1ccc(CN2CCC3(CC2)CC(=O)Nc2ccccc2O3)cc1,i
CCc1nc2c(c(-c3ccc(Cl)cc3)n1)CN(Cc1ccc(N(C)C)cc1)CC2,8.9µM*
Cc1c(C(=O)Nc2cccc(C(F)(F)F)c2)sc2nc3n(c(=O)c12)CCCC3,10µM*
CCCc1nn(-c2ccccc2C)c(OC(C)=O)c1-c1ccc(NC(=O)CC)cc1,i
COc1ccc(-n2cc(-c3ccnc(N(C)Cc4cnccn4)n3)cn2)cc1,?
COc1ccccc1C(=O)Nc1ccccc1SCc1cc(=O)c2ccccc2[nH]1,i
Cc1cc(C(=O)N2CCCC(Cc3noc(-c4cccnc4)n3)C2)nn1C (stereo not given),?
CCOC(=O)N1CCc2c(sc3c2c(=O)n(-c2ccccc2)c(=O)n3CC(=O)Nc2ccc(OC)cc2OC)C1,4.5µM*
CCOc1ccccc1CNC(=O)c1cccc2c1CCN2C(=O)CC,10µM*

# (further entries)
SMILES,Pf Dd2 growth
COC(=O)C1=C(C)N(Cc2ccccc2F)C(=O)CC1c1ccccc1Cl (stereo not given),i
Cc1noc(C)c1[S+](=O)([O-])N(C)Cc1cccn1C,?
COc1ccccc1C(=O)c1c(N)c(-c2nc(-c3ccccc3)cs2)c2ccccn12,?
COCc1nc(CCNC(=O)c2cnn3c(C)c(Cc4ccccc4Cl)c(C)nc23)no1,-12%
Cc1cccc(-n2cc(-c3ccccc3)nc2SCC(=O)Nc2ccccc2Cl)c1,?
CS(=O)(=O)c1ccc(CC(=O)N[C@@H]2COCC[C@@H]2OCC2CC2)cc1,3%
NC(=O)[C@H](CCC(=O)O)NC(=O)[C@@]1(O)C[C@@H](O)[C@H](O)[C@@H](NS(=O)(=O)c2cccc(C(F)(F)F)c2)C1,5%
COc1cc(Cl)cc(C(=O)N2CCC3(CCCNC3)C2)c1 (stereo not given),-16%
CC1CCc2c(sc3nnn(CC(=O)Nc4cccc(C(F)(F)F)c4)c(=O)c23)C1 (stereo not given),29%
O=C(Nc1ccc(C(=O)OCc2cc(=O)n3c4c(sc3n2)CCCC4)cc1)c1ccc(F)cc1,116%[activator]
Cc1ccc(Cl)c2sc(NC(=O)c3ccc(S(=O)(=O)N4CCCC4)cc3)nc12,12%
COc1ccc2cc3cc(C(=O)NCCc4ccccc4)sc3nc2c1Cl,-5%
O=C1c2cnc(-c3ccccc3)nc2OCCN1c1ccccc1,?
COc1ccccc1CN(Cc1ccccc1OC)C[C@@H]1C=C(C)[C@H](Cc2nc3c(C)cccc3[nH]2)C[C@H]1C(C)C,-8%

# In the list so far, these contain a furan ring, fused or not.
SMILES,Pf Dd2 growth
CCOc1ccc(C(=O)c2oc3ccccc3c2NC(=O)c2cc(=O)c3ccc(C)cc3o2)cc1,-10%
Cc1ccc(Cn2c(=O)n(Cc3ccccc3)c(=O)c3oc4ccccc4c32)cc1,-8%
COCCOC1CCN(C(=O)c2ccc(Cc3c(C)noc3C)o2)CC1,36%[activator]

# Compound activity: PubChem, National Center for Advancing Translational Sciences (NCATS)
